Screening data deposited in PubChem by Sanford-Burnham Center for Chemical Genomics.
ATG4B inh: ATG4B protease inhibitors, primary screen, biochemical, fluorescence, uHTS. ATG4B cleavage of LC3-PLA2, NBD-HPC fluorescence, 1 h. inhibition, % at 8.33 µM. 0.51% of 340,000 active. AID 504462, 2011; in the data active means inhibition above about 40%
Target sequence (Q9Y4P1 whole entry, looked up): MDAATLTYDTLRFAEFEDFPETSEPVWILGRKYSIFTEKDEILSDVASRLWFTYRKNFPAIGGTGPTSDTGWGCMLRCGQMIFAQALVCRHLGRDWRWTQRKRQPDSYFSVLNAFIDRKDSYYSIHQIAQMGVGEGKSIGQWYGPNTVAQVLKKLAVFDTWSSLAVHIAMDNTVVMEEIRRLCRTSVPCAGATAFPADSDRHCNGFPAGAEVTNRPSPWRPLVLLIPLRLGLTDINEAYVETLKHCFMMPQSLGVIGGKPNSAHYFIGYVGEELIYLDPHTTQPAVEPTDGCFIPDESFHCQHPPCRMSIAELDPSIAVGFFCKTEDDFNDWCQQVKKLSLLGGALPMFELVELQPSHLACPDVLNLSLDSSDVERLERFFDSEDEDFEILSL
tim10-1 inh: growth inhibitors of tim10-1 mutant yeast, primary screen, luminescence, uHTS. AID 463190, 2010. 2.2% of 330,000 active. S. cerevisiae tim10-1 ts strain growth, BacTiter-Glo, 24 h. inhibition, % at 20 µM;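 active means inhibition of at least 40%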;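 further: mutant grown at 25 °C; 0% = DMSO wells with yeast and 100% = wells holding no yeast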
mIAP act: activators of mouse IAP, primary screen, biochemical, luminescence, uHTS. intestinal alkaline phosphatase [Mus musculus]. muIAP, CDP-Star luminescence, 30 min; stronger effect = higher value; 1 = vehicle-only enzyme signal, 0 = enzyme-free wells. activation factor at 10 µM. 0.24% of 330,000 active;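 active means activation factor of at least 2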; further: the source names both 10 and 20 µM as test concentration; values of inactives mirror those of a sister screen read the other way
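Assay system: mouse IAP enzyme / Compound: DMSO-dissolved test compounds / Timing: 30 min, room temperature / Measured by: luminescence from enzymatic CDP-Star hydrolysis / Control set: DMSO-only wells, enzyme-free buffer wells as negative control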
Apaf1 inhib: inhibitors of human Apaf-1 apoptosome, primary screen, biochemical, DEVD-Rh110 fluorescence, uHTS; Apoptotic protease-activating factor 1 (Homo sapiens), O14727; reconstituted apoptosome caspase-3 activity; inhibition, % at 20 µM; 0.71% of 330,000 active; AID 489030, 2010; active means inhibition of at least 40% at 20 µM;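 further: plate controls were DMSO wells for no effect and DEVD-CHO caspase inhibitor wells for full effect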
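System: reconstituted apoptosome with Apaf-1, cytochrome c, caspase-9, procaspase-3, dATP; Signal: Rh110 fluorescence intensity; Schedule: 30 min compound preincubation, 50 min activation, room temperature; Reagent: cytochrome c trigger plus (Z-DEVD)2-Rh110 caspase-3 substrate.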
hIAP act: human IAP activators, primary screen, biochemical, luminescence, uHTS | AID 2524, 2010 | 0.16% of 330,000 active | purified human IAP, CDP-Star luminescence, 30 min; stronger effect = higher value; 1 = vehicle-only enzyme, 0 = enzyme-free background | Intestinal-type alkaline phosphatase (Homo sapiens), P09923 | activation factor at 10 µM;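 active means activation factor of the enzyme at least 2-fold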; further: the source names both 10 and 20 µM as test concentration; values of inactives mirror those of a sister screen read the other way
Target sequence (P09923 whole entry, looked up): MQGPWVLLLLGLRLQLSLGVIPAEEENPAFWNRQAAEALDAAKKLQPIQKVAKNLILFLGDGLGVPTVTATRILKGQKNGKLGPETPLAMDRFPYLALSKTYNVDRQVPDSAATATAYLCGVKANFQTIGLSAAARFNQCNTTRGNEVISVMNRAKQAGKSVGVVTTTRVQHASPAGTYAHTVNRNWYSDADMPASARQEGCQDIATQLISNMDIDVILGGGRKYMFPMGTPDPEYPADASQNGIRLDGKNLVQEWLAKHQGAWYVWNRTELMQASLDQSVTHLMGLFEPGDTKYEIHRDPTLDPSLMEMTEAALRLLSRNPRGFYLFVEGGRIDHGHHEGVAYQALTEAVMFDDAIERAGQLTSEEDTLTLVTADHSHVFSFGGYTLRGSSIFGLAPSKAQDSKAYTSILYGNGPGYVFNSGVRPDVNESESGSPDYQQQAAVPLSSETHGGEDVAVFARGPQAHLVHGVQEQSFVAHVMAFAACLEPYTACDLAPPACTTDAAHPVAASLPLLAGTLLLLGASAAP
hIAP inh: human IAP inhibitors, primary screen, biochemical, luminescence, uHTS | purified IAP, CDP-Star luminescence, 30 min | 0.12% of 330,000 active | Intestinal-type alkaline phosphatase (Homo sapiens), P09923 | inhibition, % at 10 µM | AID 2544, 2010;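 active means inhibition reaching a set limit with compound at 10 µM in the primary screen, cut at about 35% in these data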;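 further: plate controls were DMSO wells with enzyme for no effect and no-enzyme buffer wells for full effect; values of inactives mirror those of a sister screen read the other way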
NLRP3 yeast inh: NALP3 inflammasome inhibitors in reconstituted yeast, primary screen, luminescence, uHTS; Yeast reconstituted NLRP3/ASC/caspase-1, beta-gal luminescence, 24 h; inhibition, % at 10 µM; 0.39% of 330,000 active;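 active means inhibition of 50% or more; inactive means inhibition below 50%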;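 further: plate controls were induced DMSO wells for no effect and uninduced yeast grown without galactose for full effect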
TIM10 inh: growth inhibitors of isogenic TIM10 control yeast, primary screen, counter-screen for tim10-1 yeast inhibitor project, luminescence, uHTS; S. cerevisiae TIM10 strain growth, BacTiter-Glo luminescence, 24 h; inhibition, % at 10 µM; 1.4% of 330,000 active; AID 463195, 2010;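 active means inhibition of 40% or more at the single tested concentration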;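 further: wild-type TIM10 isogenic control strain grown at permissive 25 °C; 0% = DMSO yeast wells and 100% = minimal medium wells without yeast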
mIAP block: inhibitors of mouse IAP, primary screen, biochemical, luminescence, uHTS; intestinal alkaline phosphatase [Mus musculus]; purified mouse IAP, CDP-Star luminescence, 30 min; inhibition, % at 10 µM; 0.2% of 330,000 active; AID 2806, 2010;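 active means inhibition of at least 40% at 10 µM in the primary screen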;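 further: plate controls were DMSO with enzyme for no effect and no enzyme wells for full effect; values of inactives mirror those of a sister screen read the other way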
Starred values were filed as active, the others as inactive. No enrichment for hits. Share with any hit: about 4.5%.

Fields: ATG4B inh	tim10-1 inh	mIAP act	Apaf1 inhib	hIAP act	hIAP inh	NLRP3 yeast inh	TIM10 inh	mIAP block
#1 CCOC(=O)CN1C(=O)/C(=C/c2c(F)cccc2Cl)Oc2ccccc21
    8	1	0.84	13	0.82	18	0	7	16
#2 Cc1ccccc1Nc1nc(N)nc(COc2ccc(C#N)cc2)n1
    4	-6	1.1	-3	1.2	-22	19	-1	-15
#3 O=C(CCc1nnc2n(Cc3ccc(Cl)cc3)c(=O)c3ccccc3n12)NCCCN1CCOCC1
    -5	-5	0.94	14	0.88	12	13	5	6
#4 COc1ccc(NC(=O)C2CCCCC2)cc1S(=O)(=O)N1CCOCC1
    -2	-5	1	-2	0.99	1	1	5	-1
#5 CCOc1ccc(CCNC(=O)c2cccc(NC3=NC4CS(=O)(=O)CC4S3)c2)cc1 (centres undefined)
    -4	6	0.99	2	0.92	8	5	-9	1
#6 CCC1=[N+](CC(=O)c2ccc(C)cc2)CCn2c(C)ccc21
    11	9	1.1	17	0.99	1	14	-8	-9
#7 Cc1ccccc1CC(=O)N1CCN(C(=O)c2ccco2)CC1
    -8	-21	1	-12	1.2	-18	5	-8	-4
#8 COc1ccc(NC(=O)COC(=O)CCC2CCCCC2)cc1
    -2	-9	1.1	4	1.3	-30	-14	-7	-10
#9 CC(C)c1ccc2nc3sc(C(=O)N4CCc5ccccc5C4)c(N)c3cc2c1
    52*	22	0.85	20	0.93	7	14	22	15
#10 COC(=O)Cc1c(C)nc2nc(NCc3c(F)cccc3Cl)[nH]n2c1=O
    11	-7	0.97	0	1.1	-6	-3	3	3
#11 COc1ccc(Cl)cc1N(C(C)=O)c1nc(C)cc(C)c1C#N
    -5	2	0.94	-3	1.3	-27	0	4	6
#12 COc1ccc2nc3sc(C(=O)NCCN4CCc5ccccc5C4)cc3cc2c1
    0	31	0.98	13	0.89	11	12	75*	2
#13 Cc1cc2c(=O)oc(-c3ccc(Br)cc3)nc2s1
    0	21	0.91	-2	1.4	-37	17	5	9
#14 CCN(CC(=O)Nc1cc(C)nn1-c1nc(C)cc(C)n1)Cc1ccccc1
    8	44*	1	9	0.89	11	9	44*	-2
#15 Cn1c(CC(=O)Nc2ccccc2Cl)nnc1SCC(=O)NC1CCCCC1
    2	-3	1	3	1.1	-14	4	-17	-1
#16 COc1ccc(-n2c(=O)[nH]cc(C(=O)Nc3ccc4c(c3)OCO4)c2=O)cc1OC
    3	18	1	1	0.96	4	-2	8	-3
#17 O=C(NC1CCCCC1)C1CCN(C(=O)c2ccccc2Cl)CC1
    15	3	0.96	-1	1.2	-19	1	-13	4
#18 O=S(=O)(c1ccccc1)N1CCN=C1SCc1ccc(Cl)c(Cl)c1
    4	23	0.95	0	0.82	18	26	9	5
#19 NC(=O)CSc1nnc2sc3ccccc3n12
    -4	-4	1	-7	0.85	15	-1	-14	-3
#20 N#Cc1cc(-c2ccccc2)nn1-c1ccccc1
    -9	21	0.99	5	1.1	-15	4	8	1

Two compounds drawn at random from the list so far, as already listed:
Fields: ATG4B inh	tim10-1 inh	mIAP act	Apaf1 inhib	hIAP act	hIAP inh	NLRP3 yeast inh	TIM10 inh	mIAP block
#17 O=C(NC1CCCCC1)C1CCN(C(=O)c2ccccc2Cl)CC1
    15	3	0.96	-1	1.2	-19	1	-13	4
#12 COc1ccc2nc3sc(C(=O)NCCN4CCc5ccccc5C4)cc3cc2c1
    0	31	0.98	13	0.89	11	12	75*	2

(listing goes on)
Fields: ATG4B inh	tim10-1 inh	mIAP act	Apaf1 inhib	hIAP act	hIAP inh	NLRP3 yeast inh	TIM10 inh	mIAP block
#21 O=C(C1CC1)N1CCCC(c2ccc(Cl)cc2)=N1
    -9	17	0.96	9	1.1	-9	49	-16	4
#22 CCN(CC)CC(=O)c1c[nH]c2ccc(C)cc12
    -5	-10	0.92	-11	0.99	1	-12	-1	8
#23 O=Cc1ccc(Oc2cccc(C(F)(F)F)c2)nc1
    4	5	0.94	3	0.96	4	-7	-1	6
#24 Cc1cc(C)[n+](C)n1CC(O)Cn1c2ccccc2c2ccccc21 (centres undefined)
    3	-17	1	6	1.2	-19	-2	-15	-5
#25 Cc1cc(C(F)(F)F)nn1CC(=O)NCc1ccco1
    -10	9	0.95	-15	0.91	9	6	6	4
#26 CC1(C)Cc2c(C#N)c(OCC(=O)c3ccc(Cl)cc3)nc(-c3ccco3)c2CO1
    -2	7	0.9	-4	1	-2	7	7	10
#27 Cc1ccc(C)c(OCCCC(=O)Nc2ccccc2C(N)=O)c1
    -20	18	0.92	-7	0.98	2	17	11	8
#28 COc1ccc(-c2nnc3ccc(SCC(=O)Nc4nc5ccc(C)cc5s4)nn23)cc1OC
    -32	-5	1	-7	1.1	-10	-17	-2	0
#29 O=C(CN(C(=O)Cn1nnc(-c2ccc(F)cc2)n1)c1cnc2ccccc2c1)NCC1CCCO1 (centres undefined)
    -1	3	1	-1	1.2	-17	11	-5	-3
#30 Cc1ccccc1CN1CCN(c2ccc(S(=O)(=O)N3CCCC3)cn2)CC1
    -2	9	1.1	14	1	0	20	9	-14
#31 Cn1c(=O)c(=O)n(C)c2cc(S(=O)(=O)N3CCN(c4ccccc4F)CC3)ccc21
    11	4	0.94	-8	1	-3	-2	-20	6
#32 CC1CCN(c2cc(N3CCN(C(=O)c4ccc(F)c(F)c4)CC3)c([N+](=O)[O-])cc2F)CC1
    -3	18	0.86	19	0.77	24	0	21	14
#33 CCCn1c(=O)c2c(nc3n2CCS3)n(C)c1=O
    -3	-16	0.93	-3	1	-2	9	3	7
#34 O=C(NCCc1ccccc1)C(=O)NCCC1CCCCN1S(=O)(=O)c1cccs1 (centres undefined)
    3	27	0.94	19	1	-3	6	5	6
#35 Nc1cccc(-c2nc3ncccc3o2)c1
    0	-12	0.96	-2	1.1	-14	3	10	4
#36 Cc1ccc(NC(=O)CN2CCCC2)c2c1CC(C)(C)O2
    -7	5	0.95	-12	0.96	4	1	2	5
#37 N#CCOc1nc(N2CCOCC2)nc(N2CCOCC2)n1
    1	0	0.99	-4	0.9	10	2	7	1
#38 Cc1cccc(NC(=O)c2nc[nH]c2C(=O)NCCCCCCNC(=O)c2[nH]cnc2C(=O)Nc2cccc(C)c2)c1
    6	7	1	-4	1.3	-33	12	-4	0
#39 Cc1ccc(NC(=O)CCS(=O)(=O)c2ccc3c(c2)NC(=O)C(C)S3)nc1 (centres undefined)
    2	18	0.9	13	0.94	6	2	13	10
#40 COc1ccc(-c2noc(C3CCCN(S(=O)(=O)c4ccc(C)c(Cl)c4)C3)n2)cc1OC (centres undefined)
    0	16	1	5	0.82	18	-5	22	-3

Fields: ATG4B inh	tim10-1 inh	mIAP act	Apaf1 inhib	hIAP act	hIAP inh	NLRP3 yeast inh	TIM10 inh	mIAP block
#41 CC1=NNC(=O)C1CC(=O)N/N=C/c1cccs1 (centres undefined)
    5	-14	0.91	-3	0.91	9	17	1	9
#42 COc1ccc(CCN(C)CCc2ccc(OC)c(OC)c2)cc1OC
    6	-12	0.98	-8	0.94	6	8	-4	2
#43 CC(Sc1ccccc1)C(=O)NN=C1CCN(C)CC1 (centres undefined)
    -7	5	1	-3	0.95	5	1	2	0
#44 CC(C)c1ccc(NC(=O)CN2C(=O)COc3ccc(S(=O)(=O)N4CCOCC4)cc32)cc1
    -4	1	1.1	8	1.3	-33	5	-1	-7
#45 CC(C(=O)OCC(=O)c1ccc(Br)cc1)N1C(=O)C2C3CCC(C3)C2C1=O (centres undefined)
    -6	-13	1	13	1.1	-13	-11	-16	-3
#46 COc1ccc(N2CC(NS(=O)(=O)c3cccnc3)CC2=O)cc1 (centres undefined)
    -7	-11	1	2	1.1	-7	15	4	-1
#47 Cc1nn(CC(=O)NCCN2CCOCC2)c(=O)c2cc3sccc3n12
    -4	-1	1	-10	0.98	2	11	-3	0
#48 Cc1ccccc1N(CC(=O)NCC1CCCO1)C(=O)CCC(=O)Nc1nccs1 (centres undefined)
    1	1	1	1	1.1	-8	7	-17	-3
#49 COc1ccc(C2CC(=O)C3=C(C2)Nc2ccccc2N(C(=O)CCC(=O)O)C3c2ccc(F)cc2)cc1OC (centres undefined)
    -3	9	1.2	3	1.3	-32	-7	-4	-21

Reformatted: results already given.
| no. | canonical_smiles | ATG4B inh | tim10-1 inh | mIAP act | Apaf1 inhib | hIAP act | hIAP inh | NLRP3 yeast inh | TIM10 inh | mIAP block |
| --- | --- | --- | --- | --- | --- | --- | --- | --- | --- | --- |
| 44 | CC(C)c1ccc(NC(=O)CN2C(=O)COc3ccc(S(=O)(=O)N4CCOCC4)cc32)cc1 | -4 | 1 | 1.1 | 8 | 1.3 | -33 | 5 | -1 | -7 |
| 46 | COc1ccc(N2CC(NS(=O)(=O)c3cccnc3)CC2=O)cc1 (centres undefined) | -7 | -11 | 1 | 2 | 1.1 | -7 | 15 | 4 | -1 |
| 41 | CC1=NNC(=O)C1CC(=O)N/N=C/c1cccs1 (centres undefined) | 5 | -14 | 0.91 | -3 | 0.91 | 9 | 17 | 1 | 9 |

Whole records from above:
Cc1ccc(NC(=O)CN2CCCC2)c2c1CC(C)(C)O2 is listed with ATG4B inh: -7; tim10-1 inh: 5; mIAP act: 0.95; Apaf1 inhib: -12; hIAP act: 0.96; hIAP inh: 4; NLRP3 yeast inh: 1; TIM10 inh: 2; mIAP block: 5
CC1(C)Cc2c(C#N)c(OCC(=O)c3ccc(Cl)cc3)nc(-c3ccco3)c2CO1 is listed with ATG4B inh: -2; tim10-1 inh: 7; mIAP act: 0.9; Apaf1 inhib: -4; hIAP act: 1; hIAP inh: -2; NLRP3 yeast inh: 7; TIM10 inh: 7; mIAP block: 10
